Assay outcomes: PubChem BioAssay, several laboratories
b-catenin transl – modulators of beta-catenin nuclear translocation, primary screen, imaging, HeLa cells, immunofluorescence, high-content; nuclear translocation activity, % at 5 µM; actives 0.3% (n = 190,000);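 active = nuclear translocation activity above 50% at 5 µM, with a well cell count of 50 or more; inconclusive = wells under 50 cells across six images, flagged as toxic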;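 note: per-cell ratio of nuclear to cytoplasmic median beta-catenin stain intensity; plate controls were DMSO negative control for no effect and GSK-3 inhibitor IX positive control for full effect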
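System: HeLa cells, endogenous beta-catenin; compound dosing: 5 µM primary single dose, 0.1% DMSO, 0.02–20 µM confirmation series; incubation: 24 h compound exposure at 37°C, 5% CO2; signal: beta-catenin immunofluorescence imaging with DAPI; evaluation: % activation, nuclear-to-cytoplasmic median beta-catenin signal ratio per cell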
AID2073 – inhibitors of Mint1-CaV2.2 protein interaction, biochemical, HTRF (AID 2073); HTRF protein-protein interaction, Mint1-CaV2.2; higher % means a stronger effect; one-dose inhibition, % at 20 µM; IC50 in µM for titrated hits; actives 0.19% (n = 290,000); in the data active = inhibition mostly above about 51%, no sharp cut-off; inconclusive = no clear call, values can overlap the other calls; inactive = mostly below about 53%; note: some results filed as inactive read as strong as hits
Autophagy HCS – autophagy modulators in MEF cells, primary screen, imaging, high-content, MEF GFP-LC3. calls only at 10 µM (by protocol). actives 0.98% (n = 190,000). MEF GFP-LC3 puncta imaging; test concentration mostly 10 µM;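 active = percentage of spot-positive cells more than 3 SD above its plate mean, without a fluorescence outlier flag or 80% toxicity; inconclusive = no clear call, values can overlap the other calls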;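 note: spot-positive cell cutoff set from DMSO-treated cells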
MT stabilize HCS – microtubule stabilizers in HeLa cells, primary screen, imaging, high-content imaging. HeLa tubulin immunostaining HCS, 24 h; share of cells brighter than vehicle mean+2SD. % tubulin-high responders, % at 10 µM. actives 0.83% (n = 200,000). AID 2205, 2009;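 active = plate Z-score above 3 for both tubulin-high and condensed-nucleus cell shares, with cell loss under 80%, at 10 µM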;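 note: anti alpha tubulin signal scored within the nucleus-defined area of each cell; some results filed as inactive read as strong as hits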
HIV fusion peptide – inhibitors of HIV fusion peptide binding, primary screen, biochemical, uHTS, fluorescence dequenching (AID 1986). inhibition, % at 20 µM, or IC50 in µM where a hit was titrated. actives 0.3% (n = 290,000). cell-free peptide binding, fluorescence dequenching, 30 min; higher % means a stronger effect; in the data active = inhibition mostly above about 52%, no sharp cut-off; inactive = mostly below about 76%; note: some results filed as inactive read as strong as hits
Yfh1-off respiration – enhancers of respiration in Yfh1-depleted yeast, dose response, Friedreich's ataxia, plus single-dose screen (AID 1465) | S. cerevisiae Yfh1-off respiration, WST-1 reduction, 72 h; higher fold induction means a stronger effect | fold induction at 50 µM; hits with a dose series show EC50 in µM | actives 0.074% (n = 220,000);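 active = fold induction of absorbance versus untreated yeast above a set limit, then at least 30% activation at any dose in follow-up; inconclusive = repeats straddling the limit, or above it without dose testing; inactive = fold induction below the set limit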;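 note: activators that raise dye reduction in frataxin-depleted yeast; strong numbers were not always called active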
Insulin prom up – insulin promoter activators in MIN6 cells, imaging, high-content screening, mouse beta cells; actives 0.3% (n = 190,000); z-score at 5 µM; MIN6 insulin promoter-GFP reporter; hits give high values;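 active = z-score above 3 at 5 µM with at least 500 cells counted in the well; inconclusive = wells under 500 cells, flagged as cytotoxic or low count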
Dynein transport – inhibitors of GR-EGFP nuclear translocation, primary screen, dynein cargo transport inhibitor project, imaging, high-content, 3617.4 mouse cells | test concentration mostly 20 µM; stimulated with dexamethasone, 1 µM; hits give low values | z-score, hits read low | actives 0.47% (n = 220,000);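 active = plate z-score of nuclear minus cytoplasmic receptor signal below a set negative limit, without overly bright fluorescence or cell loss, cut at about -3.5 in these data, passing the limit was not always enough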;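 note: z-score of nuclear minus cytoplasmic ring GR-EGFP intensity difference per well; some compounds called inactive have numbers as strong as hits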
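Buffer or medium: tet-free, stripped-serum medium; reagent: dexamethasone at 1.0 µM final, 30 min; incubation: 48 h induction, 1 h compound, 30 min dex at 37 °C; measured by: formaldehyde fixation, Hoechst nuclear stain, 10x automated fluorescence imaging; read-out: nuclear-to-cytoplasmic GR-EGFP distribution per well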
WT yeast gro inh – growth inhibition of WT strain, primary screen, mitochondrial fusion inhibitor project, WT and mutant strains, chemical genetic; mitochondrial fusion phenotypic screen; inhibition, % at 10 µM; actives 2.1% (n = 190,000); in the data active = inhibition above about 58%; tested in S. cerevisiae
WT yeast gro inh mutant strain – recorded beside WT yeast gro inh, whose call it bears; inhibition, %; mitochondrial fusion phenotypic screen, mutant strain inhibition
Dynein transport cytoplasmic EGFP – recorded beside Dynein transport, whose call it bears; z-score; measured here: cytoplasmic GR-EGFP intensity; hits give high values
Dynein transport nuclear GR-EGFP – second read-out of Dynein transport, no call of its own (marks repeat the call); z-score; measured here: nuclear GR-EGFP intensity;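 lower value marks the stronger effect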
Dynein transport cell count – second read-out of Dynein transport, no call of its own (marks repeat the call); z-score; measured here: cell count per field
Insulin prom up cell count – further read-out of Insulin prom up, marked with its call; cell count; measured here: cytotoxicity, nuclei count;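 total cells summed across four imaged fields per well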
b-catenin transl cell count 5 µM – recorded beside b-catenin transl, whose call it bears; cell count; measured here: cell count, cytotoxicity flag
MT stabilize HCS Hoechst-high % – recorded beside MT stabilize HCS, whose call it bears; % Hoechst-high responders; measured here: nuclear condensation Hoechst responders;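 share of cells brighter than vehicle mean plus two SD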
MT stabilize HCS cytotoxicity % – further read-out of MT stabilize HCS, marked with its call; toxicity, %; measured here: cytotoxicity by cell density;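 0% = mean cell density of plate MIN control wells and 100% = no cells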
Autophagy HCS cell loss 18 h – also measured in Autophagy HCS; calls as there; toxicity, %; measured here: cell loss, nuclei count;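 cell loss after 18 h compound exposure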
Numbers without * were called inactive; i = inactive; ? = inconclusive; nt = not tested or not shown; + = active, no number.

SMILES	b-catenin transl	b-catenin transl cell count 5 µM	AID2073	Autophagy HCS	Autophagy HCS cell loss 18 h	MT stabilize HCS	MT stabilize HCS Hoechst-high %	MT stabilize HCS cytotoxicity %	HIV fusion peptide	Yfh1-off respiration	Insulin prom up	Insulin prom up cell count	Dynein transport	Dynein transport cytoplasmic EGFP	Dynein transport nuclear GR-EGFP	Dynein transport cell count	WT yeast gro inh	WT yeast gro inh mutant strain
Cc1ccc(C(C)(C)C)c(OCCOCCN2CCCC2)c1	-2.0	548	6.9%	i	3.5	4.2	3.1	7.9	1.0%	i	-0.16	1241	0.392	-0.1	-0.253	-0.485	8.8	7.5
Cc1cc(NC(=O)c2noc3c2CCCCC3)no1	2.0	1382	15.1%	i	10.0	2.6	1.2	6.6	1.2%	i	-0.33	1579	-0.64	-0.39	-0.207	0.379	-16.3	-14.0
C/C(=N/NC(=O)c1sc(NS(=O)(=O)c2ccc(C)cc2)nc1C)c1sc(N)nc1C	0.2	1019	4.5%	i	-0.2	1.5	3.8	10.2	6.8%	i	0.21	1149	1.13	-0.309	0.836	-0.86	-1.9	-2.7
O=C(Nc1cccnc1)C1CC(c2ccc(Cl)c(Cl)c2)=NO1 (stereo not drawn)	-1.2	1060	6.5%	i	7.8	1.6	2.2	8.8	1.2%	i	0.01	1988	0.881	-0.287	0.746	0.333	-11.7	4.0
O=C1NC[C@H](c2ccccc2)N(CC2CCCCC2)C1=O	-0.5	1292	0.1%	nt	nt	nt	nt	nt	-0.3%	i	0.34	757	2.04	-0.646	1.21	-0.905	nt	nt
Cc1ccc(-c2csc(N=C(N)N)n2)c(C)c1	3.4	1060	-5.4%	nt	nt	nt	nt	nt	0.3%	i	-0.61	832	-0.382	-0.307	-0.426	0.533	nt	nt
CCOC(=O)c1cnc(SCC(=O)Nc2ccccc2C(=O)OC)nc1N	0.6	492	1.9%	i	26.7	4.0	2.1	5.4	0.3%	i	nt	nt	0.497	-0.258	0.703	-0.967	17.2	4.7
O=C(Nc1ccc(O)cc1)c1cc(S(=O)(=O)N2CCCC2)ccc1Cl	0.8	1148	-4.0%	i	14.7	3.3	2.2	7.5	4.7%	i	-0.58	1204	-0.249	-0.267	-0.162	0.43	-9.0	-7.2
COc1cc(NC(=O)c2ncn[nH]2)cc(OC)c1OC	-0.5	1176	4.6%	i	6.8	2.2	3.2	31.7	1.5%	nt	-0.04	1054	-0.772	-0.278	-0.00585	0.488	-1.0	-6.6
CC(C)Cc1cc(C(=O)NCc2cccnc2)no1	nt	nt	1.2%	i	8.7	1.7	3.2	6.3	-2.6%	i	0.45	961	-0.186	-0.123	0.0763	-0.119	-1.3	-9.5
CCCCC(=O)Nc1ccc(N2CCN(C(=O)CC)CC2)cc1	nt	nt	-10.9%	i	-1.2	2.0	2.2	27.5	-1.8%	i	nt	nt	0.135	-0.233	0.666	-0.45	13.7	17.0
CCCCN1C(=O)N(C)C2NC(=S)NC21 (stereo not drawn)	1.3	1350	4.2%	nt	nt	nt	nt	nt	0.7%	i	-0.04	1076	2.63	-0.0529	1.36	-1.8	nt	nt
COc1cccc(NS(=O)(=O)c2cc(C)ccc2OC)c1	nt	nt	-4.6%	i	-8.0	2.6	1.6	2.5	-0.7%	i	nt	nt	-0.479	-0.19	-0.606	0.169	-2.0	-42.8
COc1ccc(OC)c(NC(=O)CCNS(=O)(=O)c2ccc3c(c2)oc(=O)n3C)c1	-2.2	562	1.8%	i	7.3	2.9	1.2	8.8	2.0%	i	0.59	1170	0.301	-0.266	0.678	0.46	-1.5	-14.9
Cc1nc2ccccc2n(CC(=O)Nc2cc(Cl)cc(Cl)c2)c1=O	1.1	1077	3.2%	i	7.2	2.3	3.0	1.8	1.2%	i	-0.59	1245	-1.83	-0.244	-1.03	5.64	-2.3	-14.1
CC(C)=NNc1nc(-c2ccc(N3C(=O)CCC3=O)cc2)cs1	-1.7	1033	12.5%	nt	nt	nt	nt	nt	-1.9%	i	-0.2	1430	-0.169	0.062	-0.124	0.739	nt	nt
Cc1nc2nc(N)nn2c(C)c1C/C=C/c1ccccc1	-1.5	1120	-4.5%	i	8.3	3.0	2.6	5.5	0.2%	i	1.2	953	0.691	-0.204	0.605	-0.306	-11.9	7.6
CC(=O)c1ccc(NC(=O)CSc2nc3nc(C)cc(C)n3n2)cc1	1.2	1092	-0.7%	nt	nt	3.0	1.5	5.9	2.2%	i	0.17	1489	-0.296	-0.166	0.149	-0.323	11.4	6.1
CC(C)(C)n1nnnc1CN1CCN2CCCC2C1 (stereo not drawn)	-0.8	1023	-2.4%	i	18.7	4.7	1.6	8.3	1.1%	i	0.87	1689	-0.0732	-0.185	-0.18	0.307	-12.9	-9.8
CCC(C)OC(=O)C1=C(C)NC(=O)CC1c1ccccc1OC (stereo not drawn)	-0.3	1422	-4.5%	i	-6.8	3.3	2.7	9.1	-1.3%	i	0.39	1454	0.725	-0.139	0.376	-0.686	3.3	4.9
O=C(c1cccc2ccccc12)N1CCC(N2CCN(c3ccccc3)CC2)CC1	0.7	1279	14.3%	i	-2.4	6.1	3.2	10.6	8.5%	i	-0.39	1547	0.205	-0.0571	0.659	-1.6	-15.2	-10.6
Cn1cc(CNC(=O)c2sc3cccc(Cl)c3c2Cl)cn1	-2.4	566	5.1%	i	6.1	2.2	1.2	3.9	1.7%	i	nt	nt	-0.821	-0.249	-0.432	-0.0224	12.5	-21.0
Cc1ccc(S(=O)(=O)n2ccc(-c3ccc(OCc4c(F)cccc4Cl)cc3)n2)cc1	-1.7	1231	16.5%	i	36.3	1.6	1.5	3.9	-0.8%	i	0.51	999	-0.139	-0.229	-0.361	0.313	-3.6	-36.0
C=CCn1c(CCSCc2ccccc2)n[nH]c1=S	-3.1	963	-15.9%	i	-9.8	2.5	2.3	0.3	1.7%	i	0.12	1493	-0.102	-0.301	-0.249	0.587	19.9	21.5
Cc1cc(C)cc(NC(=O)CSc2nc3c(oc4ccccc43)c(=O)n2-c2ccccc2)c1	-0.5	1158	-3.9%	i	-1.9	3.0	4.0	11.4	-2.0%	i	-1.1	1020	0.201	-0.246	0.586	0.476	-5.4	0.7
CCn1c(=O)cc(OCC(=O)Nc2ccc(C)cn2)c2ccccc21	0.9	1376	-3.2%	i	10.7	1.5	6.1	6.3	-2.3%	i	0.08	1509	0.0758	0.261	0.14	1.24	-14.9	-30.9
CC(C)CNC(=O)NC(=O)COC(=O)C1CSC2(c3ccc(F)cc3)CCC(=O)N12 (stereo not drawn)	6.3	880	1.6%	i	-9.1	1.7	2.1	2.7	0.8%	i	-0.27	1698	-0.446	-0.358	-0.322	0.883	-11.6	10.4
COc1ccc2[nH]c(=O)c(CN(CCO)S(=O)(=O)c3ccc(C)cc3)cc2c1	0.0	981	8.9%	i	0.1	1.1	1.8	4.7	-0.4%	i	0.25	1432	-0.401	-0.263	0.263	0.415	-12.3	-14.2
CC(C)(C)OC(=O)CC[C@@H](C(=O)N1CCN(C(=O)OC(C)(C)C)CC1)n1cc(C(Cc2ccc(O)cc2)NC(=O)OC(C)(C)C)nn1 (stereo partly drawn)	-3.3	1183	8.0%	i	-16.2	1.7	1.9	14.1	0.6%	nt	-0.49	1362	-0.786	-0.281	-0.222	0.369	-6.0	3.1
CCCN(CCC)CC(=O)NCC1(c2ccccc2)CCOCC1	-3.8	1301	1.9%	i	20.6	3.4	2.5	4.0	0.7%	i	0.39	1230	-0.511	-0.259	-0.253	-0.327	-10.1	-5.0
CC(O)(CS(=O)(=O)Cc1ccccc1Cl)C(=O)Nc1cccc(C(F)(F)F)c1 (stereo not drawn)	nt	nt	6.0%	i	-0.6	0.8	2.8	3.1	0.3%	i	nt	nt	-0.332	-0.242	-0.612	0.705	-1.8	7.0
Cc1ccc(S(=O)(=O)N2CCN(Cc3ccccn3)CC2)cc1	-0.3	1006	16.1%	i	-9.6	1.7	2.3	2.3	0.3%	i	-0.65	1514	0.0503	-0.239	-0.0694	0.0689	1.4	-9.7
COc1cccc(CNC(=O)C(=O)NCCc2ccc(OC)c(OC)c2)c1	-3.1	1015	-2.9%	i	-1.9	2.9	2.4	3.0	1.5%	i	0.01	1293	-0.382	0.286	0.0115	0.53	-11.1	-9.8
O=C(NCCN1CCCC1)c1ccc(Cn2c(=S)[nH]c3cc4c(cc3c2=O)OCO4)cc1	-2.6	1001	-15.8%	i	-0.9	4.3	2.8	5.2	1.9%	i	-0.08	1252	0.997	-0.22	1.31	-1.12	10.5	6.2
CCc1ccc2c(c1)c1nnc(NN)nc1n2C	1.2	1194	1.2%	nt	nt	nt	nt	nt	-5.5%	i	-0.62	1326	-0.319	-0.257	-0.426	0.892	nt	nt
CC1CCN(S(=O)(=O)c2ccc3c(c2)C(=NO)c2cc(S(=O)(=O)N4CCC(C)CC4)ccc2-3)CC1	0.2	1336	15.9%	+	28.4*	18.5	71.4	82.8	-2.0%	i	?	nt	1.87	-0.125	2.3	-0.061	2.7	-8.8
COc1ccc(-c2nc(=S)n3ccsc3n2)cc1OC	-7.4	1099	9.9%	i	-30.6	2.5	1.2	9.8	0.2%	i	-0.4	1577	-0.418	-0.161	-0.115	0.235	-0.5	-0.2
